# Source: PubChem (Broad Institute)
# C diff growth: blocks growth of Clostridium difficile; Clostridium difficile clinical isolate growth, OD600, 24 h; active compounds read low; growth activity, negative = inhibition, % at 16 µg/mL (by protocol); hit rate 0.25% among 86,000; AID 1259249;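 active means mean growth activity at or below -80% and every replicate also at or below -80%; inconclusive means mean at or below -80% but some replicate above -80%; inactive means mean growth activity above -80%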;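 further: 0% = DMSO wells and -100% = levofloxacin 16 µg/mL wells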
# Pf Dd2 growth: P. falciparum Dd2 growth inhibition | SYBR Green, 72 h; active compounds read low | AID 1159554 | hit rate 2.3% among 94,000 | activity change, % at 10 µM; in the data active means activity change below about -80%; inconclusive means no clear call, values can overlap the other calls
# GASC1 inh: KDM4C (human) demethylase inhibition | GST-KDM4C 2-372, H3K9me3 peptide, LANCE TR-FRET | hit rate 0.15% among 96,000 | inhibition, % at 12.5 µM;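 active means mean replicate inhibition above about 25%, with at least 55% of replicates also reaching it, limit read from the data, passing the limit was not always enough; inconclusive means only one of those two conditions met; inactive means neither condition met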
# Target sequence (Q9H3R0 2-372 limits assumed): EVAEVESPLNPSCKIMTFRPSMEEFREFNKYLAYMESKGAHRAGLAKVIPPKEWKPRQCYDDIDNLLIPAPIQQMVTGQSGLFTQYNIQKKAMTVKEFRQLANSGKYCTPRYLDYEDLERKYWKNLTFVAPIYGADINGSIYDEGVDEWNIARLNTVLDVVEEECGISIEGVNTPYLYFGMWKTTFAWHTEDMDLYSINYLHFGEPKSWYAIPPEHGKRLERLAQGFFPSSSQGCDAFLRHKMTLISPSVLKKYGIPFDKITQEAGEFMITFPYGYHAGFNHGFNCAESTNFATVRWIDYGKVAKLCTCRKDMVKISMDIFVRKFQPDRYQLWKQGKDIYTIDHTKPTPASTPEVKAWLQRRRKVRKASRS
#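 reagent = H3K9me3 peptide substrate, Fe(II), 2-oxoglutarate | system = GST-tagged GASC-1 (JMJD2C) catalytic fragment, aa 2-372 | amount = enzyme final amount 10 nM | read-out = Fall in 671/618 emission ratio as inhibition | medium = HEPES buffer, pH 7.5, plus ascorbate | schedule = 30 min reaction, 60 min detection, RT | measured by = LANCE TR-FRET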
# Tcruzi prolif: inhibitors of T. cruzi proliferation. T. cruzi beta-gal in NIH3T3, GalScreen luminescence, 90 h. inhibition, % at 8.34 µM. hit rate 5.9% among 77,000. AID 624255;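 active means mean inhibition above about 93%, with at least 55% of replicates each passing it, limit read from the data, passing the limit was not always enough; inconclusive means only one of those two conditions holds; inactive means neither condition holds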
# The depositor's hits bear a star; ? = inconclusive; . = no result given; & = joins results of further samples. This is a random part of the collection; overall some 6.7% were active at least once.
SMILES,C diff growth,Pf Dd2 growth,GASC1 inh,Tcruzi prolif
CO[C@@H]1CN(C)C(=O)c2cc(NC(=O)C3CCCCC3)ccc2OC[C@H](C)N(C)C[C@@H]1C,.,.,0.3,-19
O=C(C[C@H]1C[C@@H]2c3cc(NS(=O)(=O)c4ccc(F)cc4)ccc3O[C@@H]2[C@@H](CO)O1)NC1CCCC1,.,-19,-2.3,-11
O=C(C[C@@H]1C[C@H]2c3cc(NC(=O)c4cccnc4)ccc3O[C@H]2[C@H](CO)O1)NC1CCCC1,-3,12,-2.0,.
C[C@@H]1CN([C@@H](C)CO)C(=O)c2cc(NC(=O)CCCCCC(=O)Nc3ccccc3N)ccc2O[C@H]1CN(C)C(=O)Nc1ccc2c(c1)OCO2,10,-18,18,.
C[C@@H]1CN([C@H](C)CO)C(=O)c2cccc(NS(=O)(=O)c3ccc(Cl)cc3)c2O[C@@H]1CN(C)Cc1ccc(C(=O)O)cc1,-3,20,0.9,-5
CN1CCN(C(=O)C[C@H]2CC[C@@H](NC(=O)c3ccc4c(c3)OCO4)[C@@H](CO)O2)CC1,.,-6,1.3,-16
C[C@@H]1CN([C@H](C)CO)C(=O)c2cc(NC(=O)Nc3cccc4ccccc34)ccc2O[C@@H](C)CCCCO[C@@H]1CN(C)CC1CCCCC1,0,-88*,-4.6,122
C[C@H]1CN([C@@H](C)CO)C(=O)Cc2cc(NC(=O)Cn3cnnn3)ccc2O[C@H]1CN(C)Cc1ccc(-c2ccccc2)cc1,-23,2,0.6,31
CC(C)CC#Cc1cnc2c(c1)C(=O)N([C@@H](C)CO)C[C@H](C)[C@H](CN(C)C(=O)Nc1cc(F)ccc1F)O2,-1,-37,-1.2,67
CN1c2ccc(Br)cc2[C@@H]2[C@@H](CCN2C(=O)Nc2ccc(F)cc2)[C@H]1CO,-98*,11,0.7,31
CN1CCCCN2[C@H](C1)[C@H](c1ccc(-c3cccnc3)cc1)[C@@H]2CO,-3,8,-1.1,54
COc1ccc2c3c(n(C)c2c1)[C@H](CO)N(Cc1ccccc1)CC31CCN(S(=O)(=O)c2ccc(C)cc2)CC1,15,-84*,0.0,.
Cc1noc(C)c1S(=O)(=O)N(C)C[C@@H]1OCCCC[C@@H](C)Oc2ccc(NC(=O)NC(C)C)cc2C(=O)N([C@@H](C)CO)C[C@H]1C,-1,-8,0.1,26
CN1c2ccc(Br)cc2[C@@H]2[C@@H](CCN2C(=O)C2CCOCC2)[C@H]1CO,1,33,5.7,17
C[C@H]1CN([C@@H](C)CO)S(=O)(=O)c2ccc(-c3ccncc3)cc2O[C@H]1CN(C)Cc1ccccn1,0,-12,0.8,103*
O=C(Nc1ccccc1)N1CCCCN2[C@@H](CO)[C@H](c3ccc(-c4ccccc4)cc3)[C@@H]2C1,29,-44,1.8,99*
O=C(N[C@H]1CC[C@@H](CC(=O)N2CCCCC2)O[C@H]1CO)c1ccccn1,3,33,-2.2,-54
COCCNC(=O)C[C@@H]1CC[C@H]2[C@@H](COC[C@H](O)CN2S(=O)(=O)c2ccccc2F)O1,-2&-9,.,4.3,39
C[C@H](CO)N1C[C@H](C)[C@@H](CN(C)Cc2ccccc2)OCCCC[C@H](C)Oc2ccc(NS(=O)(=O)c3cn(C)cn3)cc2C1=O,.,12,0.6,-52
CC(C)CC#Cc1ccc2c(c1)O[C@H](CN(C)C(=O)c1ccncc1)[C@H](C)CN([C@H](C)CO)S2(=O)=O,5,2,-0.3,49
O=C1CN(Cc2ccc(F)cc2)C[C@H]2[C@@H](c3ccc(-c4ccccc4F)cc3)[C@H](CO)N12,0,-1,-0.2,.
Cc1ccc(-c2ccc3c(c2)O[C@H](CN(C)C(=O)C2CCCCC2)[C@H](C)CN([C@@H](C)CO)S3(=O)=O)cc1,.,-25,-1.7,118*
C[C@@H]1CN([C@@H](C)CO)S(=O)(=O)c2ccc(Br)cc2O[C@H]1CN(C)C(=O)c1cccc(F)c1,13,-9,-0.8,.
Cc1ccc(-c2ccc3c(c2)O[C@@H](CN(C)Cc2cccc(C(=O)O)c2)[C@@H](C)CN([C@H](C)CO)S3(=O)=O)cc1,6,1,7.6,22
C[C@@H](NC(=O)[C@H]1[C@H](CO)[C@H]2Cn3c(cccc3=O)[C@@H]1N2CCC(F)(F)F)c1ccccc1,1,.,1.3,-41
C[C@H]1CN([C@@H](C)CO)C(=O)c2cc(NC(=O)C3CC3)ccc2O[C@@H]1CN(C)Cc1ccc(-c2ccccc2)cc1,-12,5,7.2,21
CCN1[C@@H]2c3ccc(-c4ccccc4F)c(=O)n3C[C@H]1[C@H](CO)[C@H]2C(=O)NCc1ccc(F)cc1,-4,.,-1.0,-9
O=C1CN(S(=O)(=O)Cc2ccccc2)C[C@H]2[C@@H](c3ccc(C#Cc4cccnc4)cc3)[C@H](CO)N12,-2,-33,-0.8,.
CC(C)C#Cc1ccc([C@H]2[C@@H](CO)N3CCCCN(C(=O)NC(C)C)C[C@@H]23)cc1,-20,17,0.5,45
C[C@H](CO)N1C[C@H](C)[C@@H](CN(C)C(=O)c2ccccc2)OCCCC[C@H](C)Oc2ccc(NC(=O)NC3CCCCC3)cc2C1=O,-7,10,-0.5,1
C[C@@H]1CCCCO[C@@H](CN(C)C)[C@H](C)CN([C@H](C)CO)C(=O)c2cc(NC(=O)Nc3cccc4ccccc34)ccc2O1,3,-74,-2.1,25
CN1C(=O)c2cc(NS(=O)(=O)c3cccc(F)c3)ccc2OC[C@@H]2O[C@@H](CC(=O)O)CC[C@@H]21,0,-41,-0.9,12
O=C1CNC[C@@H]2[C@H](c3ccc(C#CC4CCCCC4)cc3)[C@@H](CO)N12,9,-11,1.7,.
C[C@H]1CN([C@@H](C)CO)C(=O)Cc2cc(NC(=O)Nc3ccc(C(F)(F)F)cc3)ccc2O[C@@H]1CN(C)S(C)(=O)=O,4,8,0.3,-42
C[C@@H]1CN([C@H](C)CO)C(=O)c2cccc(NS(=O)(=O)c3ccc(Cl)cc3)c2O[C@@H]1CN(C)C(=O)Nc1ccc(C(F)(F)F)cc1,2,-18,-1.6,24
C[C@H]1CN([C@@H](C)CO)C(=O)Cc2cc(NS(=O)(=O)c3cccs3)ccc2O[C@H]1CN(C)Cc1ccc(C(F)(F)F)cc1,-9,0,-0.5,69
C[C@H](CO)N1C[C@H](C)[C@@H](CN(C)S(=O)(=O)c2ccc(F)cc2)Oc2ccc(NC(=O)CCCCCC(=O)Nc3ccccc3N)cc2CC1=O,-1,-29,-2.2,38
COc1ccc2c3c(n(C)c2c1)[C@H](CO)N(C(C)=O)CC31CN(C(=O)NC(C)C)C1,4,-2,0.1,.
Cc1noc(C)c1NC(=O)Nc1cccc2c1O[C@H](CN(C)C(=O)Nc1ccc(C(F)(F)F)cc1)[C@H](C)CN([C@@H](C)CO)C2=O,-13,-59,0.6,6
C[C@@H]1CN([C@H](C)CO)C(=O)c2cc(NC(=O)C3CCCCC3)ccc2O[C@H]1CN(C)S(=O)(=O)c1ccccc1,-4,19,0.2,21

# Part of the list above, with bars between the fields.
molecule | C diff growth | Pf Dd2 growth | GASC1 inh | Tcruzi prolif
C[C@H]1CN([C@@H](C)CO)C(=O)Cc2cc(NC(=O)Nc3ccc(C(F)(F)F)cc3)ccc2O[C@@H]1CN(C)S(C)(=O)=O | 4 | 8 | 0.3 | -42
O=C1CNC[C@@H]2[C@H](c3ccc(C#CC4CCCCC4)cc3)[C@@H](CO)N12 | 9 | -11 | 1.7 | .
C[C@H]1CN([C@@H](C)CO)C(=O)Cc2cc(NS(=O)(=O)c3cccs3)ccc2O[C@H]1CN(C)Cc1ccc(C(F)(F)F)cc1 | -9 | 0 | -0.5 | 69
Cc1noc(C)c1NC(=O)Nc1cccc2c1O[C@H](CN(C)C(=O)Nc1ccc(C(F)(F)F)cc1)[C@H](C)CN([C@@H](C)CO)C2=O | -13 | -59 | 0.6 | 6
C[C@H](CO)N1C[C@H](C)[C@@H](CN(C)S(=O)(=O)c2ccc(F)cc2)Oc2ccc(NC(=O)CCCCCC(=O)Nc3ccccc3N)cc2CC1=O | -1 | -29 | -2.2 | 38
CN1C(=O)c2cc(NS(=O)(=O)c3cccc(F)c3)ccc2OC[C@@H]2O[C@@H](CC(=O)O)CC[C@@H]21 | 0 | -41 | -0.9 | 12

# The list goes on:
SMILES,C diff growth,Pf Dd2 growth,GASC1 inh,Tcruzi prolif
O=C(C[C@H]1CC[C@H]2[C@@H](COC[C@H](O)CN2C(=O)Nc2ccc(Cl)c(Cl)c2)O1)NCc1ccc(Cl)cc1,-49,-11,2.4,?
CC(C)NC(=O)N[C@H]1CC[C@H](CCNS(=O)(=O)c2ccc(Cl)cc2)O[C@@H]1CO,0,-10,0.8,-67
O=C(C[C@H]1C[C@@H]2c3cc(NC(=O)c4ccc5c(c4)OCO5)ccc3O[C@@H]2[C@H](CO)O1)NCCN1CCCCC1,-4,8,0.3,-101
Cc1ccccc1-c1ccc([C@@H]2[C@@H](CO)N3C(=O)CN(S(C)(=O)=O)C[C@@H]23)cc1,-1,-19,-1.0,.
COc1ccc(NC(=O)Nc2cccc3c2O[C@H](CN(C)C(=O)Nc2ccc(OC)cc2)[C@H](C)CN([C@@H](C)CO)C3=O)cc1,-12,-68,0.7,-8
CCCNC(=O)N1[C@H](CO)[C@H](c2ccccc2)[C@H]1CNC(=O)C1CC1,3,11,-0.4,.
C[C@@H]1CN([C@@H](C)CO)C(=O)Cc2cc(NC(=O)Cc3cn(C)c4ccccc34)ccc2O[C@@H]1CN(C)Cc1ccncc1,-6,-13,1.0,86
COc1cccc(NC(=O)N[C@@H]2CC[C@H](CC(=O)NCc3ccncn3)O[C@H]2CO)c1,.,7,-0.8,29
C[C@@H]1CN([C@H](C)CO)S(=O)(=O)c2ccc(C3=CCCC3)cc2O[C@H]1CN(C)C(=O)C1CC1,.,-32,-0.8,10
C[C@@H]1CN([C@@H](C)CO)C(=O)Cc2cc(NS(=O)(=O)c3cn(C)cn3)ccc2O[C@@H]1CN(C)S(=O)(=O)c1ccccc1,1,6,-0.2,0
C[C@@H]1CN([C@@H](C)CO)C(=O)c2cc(NS(C)(=O)=O)ccc2O[C@@H](C)CCCCO[C@@H]1CN(C)C(=O)CCCN(C)C,-3,30,.,53
O=C(c1cccc(F)c1)N1CC(=O)N2[C@@H](CO)[C@H](c3ccc(C4=CCCCC4)cc3)[C@@H]2C1,3,-25,0.4,.
O=C(C[C@@H]1C=C[C@H](NC(=O)C2CCOCC2)[C@@H](CO)O1)NCC1CCCCC1,-1,.,0.9,.
CO[C@H]1CN(C)C(=O)c2ccc(NC(C)=O)cc2OC[C@H](C)N(C(=O)Cc2ccccn2)C[C@H]1C,.,10,0.9,24
Cc1ccc(S(=O)(=O)Nc2ccc3c(c2)CC(=O)N([C@@H](C)CO)C[C@@H](C)[C@H](CN(C)C(=O)NC2CCCCC2)O3)cc1,-9,2,1.0,12
C[C@@H]1CCCCO[C@@H](CN(C)CC2CCCCC2)[C@H](C)CN([C@@H](C)CO)C(=O)c2cc(NS(=O)(=O)c3ccccc3)ccc2O1,28,-39,0.3,35
CO[C@@H]1CN(C)C(=O)c2ccc(NC(=O)c3ccccn3)cc2OC[C@@H](C)N(CC2CC2)C[C@H]1C,2,9,.,1
C[C@@H]1CN([C@@H](C)CO)S(=O)(=O)c2ccc(-c3ccc(C#N)cc3)cc2O[C@H]1CN(C)C(=O)C1CC1,-4,-13,-1.0,31
C[C@H](CO)N1C[C@H](C)[C@H](CN(C)C(=O)NC2CCCCC2)Oc2ccc(N(C)C)cc2CC1=O,-5,2,5.4,-7
CN1CCN(C(=O)C[C@@H]2CC[C@@H]3[C@H](COC[C@H](O)CN3C(=O)C3CCCC3)O2)CC1,.,10,0.5,28
C[C@@H]1CN([C@H](C)CO)C(=O)c2cc(/C=C/c3ccccc3)cnc2O[C@H]1CN(C)C(=O)C1CCOCC1,-1,-31,-1.2,65
COc1ccc(C#Cc2ccc([C@H]3[C@H](CO)N4C(=O)CN(C(=O)NC(C)C)C[C@@H]34)cc2)cc1,-1,20,1.6,.
C[C@@H]1CN([C@H](C)CO)C(=O)CCCn2cc(nn2)CO[C@@H]1CN(C)Cc1ccc(C(=O)Nc2ccccc2N)cc1,0,9,1.9,80
C[C@H]1CN([C@@H](C)CO)C(=O)c2cc(Br)cnc2O[C@@H]1CN(C)C(=O)C1CC1,-3,36,-1.5,-10
C[C@H](CO)N1C[C@H](C)[C@H](CN(C)C(=O)c2ccncc2)OCc2ccccc2-c2ccccc2C1=O,0,22,0.4,25
O=C(c1ccc2c(c1)OCO2)N1C[C@H]2[C@@H](c3ccccc31)[C@@H](CO)N2Cc1ccccc1Cl,20,8,-0.1,24
C[C@H](CO)N1C[C@H](C)[C@H](CN(C)C(=O)NC2CCCC2)Oc2ncc(-c3cc4ccccc4o3)cc2C1=O,0,-69,1.6,96
C[C@@H]1CN([C@@H](C)CO)C(=O)c2c(c3ccccc3n2C)-c2ccccc2CO[C@H]1CN(C)C(=O)Nc1ccccc1C(F)(F)F,10,-90*,1.4,.
